Screening results as filed in PubChem.
TDP1 block = blocks human tyrosyl-DNA phosphodiesterase 1. Q9NUW8. recombinant TDP1, AlphaScreen DNA substrate cleavage. Potency, µM (top dose mostly 130 µM), without a hit: at the top dose activity change, negative = inhibition, usual class: inhibitors. 350,000 compounds, 0.28% hits. AID 485290; further: nearly all actives have a fitted effect of over 40% in size
Target sequence (Q9NUW8 whole entry, looked up): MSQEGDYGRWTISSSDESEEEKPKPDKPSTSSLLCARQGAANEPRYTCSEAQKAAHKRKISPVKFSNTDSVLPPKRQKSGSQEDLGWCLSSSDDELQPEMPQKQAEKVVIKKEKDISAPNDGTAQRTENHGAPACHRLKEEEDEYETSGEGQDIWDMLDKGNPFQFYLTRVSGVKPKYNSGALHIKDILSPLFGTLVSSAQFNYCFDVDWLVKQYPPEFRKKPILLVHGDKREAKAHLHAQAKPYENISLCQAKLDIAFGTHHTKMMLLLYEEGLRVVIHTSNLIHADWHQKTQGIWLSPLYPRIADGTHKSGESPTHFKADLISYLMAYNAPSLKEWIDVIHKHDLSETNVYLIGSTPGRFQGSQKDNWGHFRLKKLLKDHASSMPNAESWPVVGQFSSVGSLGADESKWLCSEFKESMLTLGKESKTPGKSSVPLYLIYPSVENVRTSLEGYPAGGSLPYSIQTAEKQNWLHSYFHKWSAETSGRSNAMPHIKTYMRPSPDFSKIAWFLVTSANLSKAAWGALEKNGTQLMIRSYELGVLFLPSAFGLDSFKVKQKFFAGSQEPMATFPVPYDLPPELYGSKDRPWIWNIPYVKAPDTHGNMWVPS
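Compounds were preincubated with Tdp1 (1 nM final) for 15 min at room temperature before substrate (15 nM final) started a 5 min reaction; beads (10 ug/ml final) were then added for 10 min before AlphaScreen detection.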
FEN1 inhibitor = blocks human flap endonuclease 1. P39748. Recombinant FEN1 flap cleavage, fluorescence, 15 min. Potency, µM (doses to about 114 µM), inactives show at the highest dose activity change, negative = inhibition, actives largely listed as inhibitors. 390,000 compounds, 0.35% hits; further: nearly all actives have a fitted effect of over 65% in size
Target sequence (P39748 whole entry, looked up): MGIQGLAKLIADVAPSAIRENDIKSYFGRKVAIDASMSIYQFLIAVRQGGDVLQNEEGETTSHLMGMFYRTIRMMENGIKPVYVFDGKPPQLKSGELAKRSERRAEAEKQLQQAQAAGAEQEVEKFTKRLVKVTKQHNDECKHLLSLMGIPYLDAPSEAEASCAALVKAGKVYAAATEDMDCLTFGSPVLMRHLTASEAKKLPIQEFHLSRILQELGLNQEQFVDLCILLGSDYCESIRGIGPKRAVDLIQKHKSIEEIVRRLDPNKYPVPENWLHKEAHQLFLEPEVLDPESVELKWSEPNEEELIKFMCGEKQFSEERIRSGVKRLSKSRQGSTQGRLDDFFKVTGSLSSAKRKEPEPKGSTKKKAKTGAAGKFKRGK
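With each library titrated from low to high concentration, compounds met 10 nM FEN1 for 15 min at room temperature before 50 nM substrate was added; readings at 0 and 15 min fed four-parameter Hill curve fits.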
N370S GC = inhibits or activates N370S mutant glucocerebrosidase; N370S GC spleen homogenate, 4MU-glucoside fluorescence; AID 2101; 330,000 compounds, 0.092% hits; Potency, µM (titrated, usually from 59.4 µM), for inactives: at the top dose activity change, negative = inhibition, hits mostly inhibitors; P04062;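 further: 0% = full enzyme activity and -100% = no enzyme basal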
* = called active by the depositor; ? = inconclusive; . = no result given; & = joins results of further samples; [ ] = remark or other dose. The call rests on the fitted dose curve; in most records, active means well fitted curve in the direction sought with a large enough effect; inconclusive means small, poorly fitted or top-dose-only effect, or another doubt; inactive means no such curve, though single readings can be large; an effect the other way counts as inactive or inconclusive. Unless noted, on the % scale 0 is the no-effect control and ±100 the full control effect; potency means the concentration at half of the fitted maximal effect.

structure	N370S GC	TDP1 block	FEN1 inhibitor
Cc1cc(C(=O)CSc2nncn2C)c(C)n1-c1ccccc1	2%	9%	15%
Fc1ccc(Oc2ccc3nnc(C(F)(F)F)n3n2)cc1	3%	3%	56%[activator]
Cc1c(C(=O)NCc2ccc3c(c2)OCO3)oc2ccc(S(=O)(=O)N3CCCCC3)cc12	-1%	-2%	-10%
CCCN(C(=O)CSCc1c(C)noc1C)c1c(N)n(Cc2ccccc2)c(=O)[nH]c1=O	0%	.	3%
Cc1ccnc(NC(=O)c2ccc(S(=O)(=O)N3CCC(C)CC3)cc2)c1	-5%	.	-1%
CCc1ccc(-c2cc(C)no2)cc1S(=O)(=O)N1CCN(c2ccccc2F)CC1	18%	0%	-7%
COc1ccccc1CNC(=O)COC(=O)c1ncc(Cl)c(Cl)c1Cl	-4%	.	-11%
O=C(C#Cc1ccccc1)c1ccc([N+](=O)[O-])cc1	1%	7%	-3%
CCCCOc1ccc(/C=C2/Sc3ccccc3C2=O)cc1	-1%	8%	-5%
Cc1cc(C)cc(-n2ccn(CC(=O)Nc3ccccc3F)c(=O)c2=O)c1	.	-6%	3%
COc1ccc(NC(=O)CCNC(C)=O)cc1NS(=O)(=O)c1ccc(F)cc1	-1%	-6%	-5%
C[C@H]1COC(=O)[C@H](CC(=O)OC(C)(C)C)C/C=C\C[C@@H](CC(=O)N[C@@H](CO)Cc2ccccc2)C(=O)N1	.	1%	-10%
O=C(CN(C(=O)CSc1nc2ccccc2o1)c1cccc(F)c1)NC1CCCCC1	17%	-4%	-12%
COc1c(Cl)cc(Cl)cc1/C=N/n1cnnc1	-22%	3%	2%
Cn1cc(C(=O)N2CCN(C(=O)c3ccco3)CC2)c2c3ccccc3n(C)c2c1=O	1%	4%	-1%
COc1ccc(C2CC(c3ccccc3)=NN2C(=O)CCC(=O)O)cc1 (stereo not drawn)	-7%	2%	-5%
O=c1c(/C=N/N2CCOCC2)c(C(F)(F)F)[nH]n1-c1ccccc1	2%	7%	-3%
C/C(CC(=O)c1ccccc1)=N\NC(=O)CC#N	-25%	-3%	18%
COc1ccccc1NC(=O)Cn1cnc2sc(C(=O)Nc3ccc(OC)c(OC)c3)c(C)c2c1=O	3%	0%	-11%
CCOC(=O)c1c(C)[nH]c(C)c1C(=O)CSc1nnc(-c2ccc(OC(F)F)cc2)o1	-2%	-1%	-22%
Cc1nnc(N/N=C/c2ccccc2O)n1N	-5%	5%	1%
CCOc1ccccc1-c1nc(-c2ccncc2)no1	-9%	2%	1%
COC(=O)/C=C/C(=O)N1CCN(c2ccccc2C)CC1	0%	8%	2%
O=C(NCc1ccc(Cl)cc1)C1CCN(S(=O)(=O)c2ccc(F)cc2)CC1	-3%	5%	2%&8%
CCN1CCN(c2nc3ccccc3n3cnnc23)CC1	-1%	.	-2%
COC(=O)C(Cc1ccccc1)NCC(=O)Nc1cccc(Cl)c1C (stereo not drawn)	-7%	.	-7%
O=C(/C=C/c1ccc(Cl)cc1Cl)NCCN1CCOCC1	-10%	4%	-1%
CC(=O)c1ccc2c3c(cccc13)C(=O)N(CCc1ccccc1)C2=O	0%	-6%	-15%
C=CCSc1nc2sc3c(c2c(=O)n1-c1ccc(C)cc1)CCN(C)C3	-14%	.	-5%
Cc1ccccc1N1CCN(S(=O)(=O)N(C)C)CC1	-14%	-5%	5%
Cc1cc(C)c2c(=O)cc(C(=O)Nc3sc4c(c3C#N)CCCC4)oc2c1	.	4%	6%
CCOC(=O)Cn1nc(NC(=O)c2ccc3c(c2)OCO3)cc1C	-5%	2%	-3%
COc1cccc(-n2c(SCC(=O)N3CCCc4ccccc43)nc3c([nH]c4ccccc43)c2=O)c1	.	7%	0%
Cc1ccc(CCNC(=O)C2CCCN(S(=O)(=O)c3cccc4nsnc34)C2)cc1 (stereo not drawn)	0%	-1%	-1%
COc1cc(C2NC(=O)NC(C)=C2C(=O)OC2CCCC(C)C2)ccc1O (stereo not drawn)	-9%	3%	-18%
CC(=O)Nc1ccc(NC(=O)C2CC(=O)N(c3cccc(C)c3C)C2)cc1 (stereo not drawn)	3%[2.35 µM]	-2%	6%
COCCCNC(=O)c1ccc(Cn2c(=O)c3ccccc3n(Cc3cc(C)ccc3C)c2=O)cc1	5%	-2%	2%
CC(=O)c1ccc([N+](=O)[O-])cc1	19%	0%&6%	14%
CN(C)c1ncc(C(=O)NCc2ccccc2Cl)cn1	.	-6%	3%
CC(C)(C)CN1CCC(Oc2cccc(C(=O)NCCCOc3cccnc3)c2)CC1	-13%	0%	-9%
COc1cc(C2CC(C(F)(F)F)n3ncc(C(=O)O)c3N2)cc(OC)c1OC (stereo not drawn)	3%	3%	7%
CCCC(C)c1nnc(NC(=O)c2cc(C(=O)OC)cc([N+](=O)[O-])c2)s1 (stereo not drawn)	5%	0%	-6%
C/C(=N\NC1=NCCN1)c1ccccc1	-5%	6%	6%
Cc1ccc(-n2c3c(c(=O)[nH]c2=O)C(NS(=O)(=O)c2ccc(C)cc2)(C(F)(F)F)C(=O)N3)cc1 (stereo not drawn)	.	-2%&3%	21%&-19%
CC[C@H](C)[C@H](NC(=O)CNC(=O)COc1cc2c(c3oc(=O)cc(C)c13)CCC(C)(C)O2)C(=O)O	?	.	17%

Quoted from above for reference:
structure	N370S GC	TDP1 block	FEN1 inhibitor
C/C(=N\NC1=NCCN1)c1ccccc1	-5%	6%	6%
Cc1ccc(-n2c3c(c(=O)[nH]c2=O)C(NS(=O)(=O)c2ccc(C)cc2)(C(F)(F)F)C(=O)N3)cc1 (stereo not drawn)	.	-2%&3%	21%&-19%
CC[C@H](C)[C@H](NC(=O)CNC(=O)COc1cc2c(c3oc(=O)cc(C)c13)CCC(C)(C)O2)C(=O)O	?	.	17%

Additional results follow.
structure	N370S GC	TDP1 block	FEN1 inhibitor
N#Cc1cc(Sc2ccccn2)c([N+](=O)[O-])cc1C#N	-11%	6%	-3%
O=C(COC(=O)c1ccc2ncsc2c1)NCc1cccc(Cl)c1	.	0%	2%
S=C(Nc1ccccc1Cl)N1CCC(c2ccccc2)C1 (stereo not drawn)	4%	1%	-11%
COc1ccc(CC(=O)NCc2ccc3c(c2)CCN3C(=O)c2ccc(C)cc2)cc1OC	.	9%	-2%
O=S(=O)(c1cccc(-c2cn3ccccc3n2)c1)N1CCCCC1	-15%	1%	11%
CCN(Cc1ccc(OC)c(F)c1)C(=O)/C=C/c1ccc(S(=O)(=O)N2CCOCC2)cc1	.	-5%	-13%
O=C(NCc1ccc(Cl)cc1)C1CCCN(C(=O)c2ccc(Cl)cc2)C1 (stereo not drawn)	.	1%	18%
COc1ccc(OC)c([C@H](O)CNC(=O)CN)c1	0%[21.6 µM]	4%[56.1 µM]	.
CCCCNC(=O)CN(c1cccc(F)c1)S(C)(=O)=O	4%	-1%	-3%
Cc1ccc(NC(=O)C(C)OC(=O)c2n[nH]c3ccccc23)cc1 (stereo not drawn)	-1%	.	-4%
COc1cc(NC(=O)CN2CCN(CC(=O)Nc3ccccc3OC)CC2)cc(OC)c1	6%	.	3%
CCOc1cccc(C(c2c(C)n(C)n(-c3ccccc3)c2=O)c2c(C)n(C)n(-c3ccccc3)c2=O)c1OC	-1%	.	20%&1%
CCOC(=O)/C(C#N)=N/Nc1ccccc1C#N	-10%	.	-15%
O=C(Cn1c(C(F)(F)F)nc2ccccc21)N/N=C/c1ccco1	28%	5%	14%
Cc1nn(-c2ccccc2)c(N2CCCC2)c1/C=N/NC(=O)c1ccccc1O	?	7%	-3%
CCn1nc(CC(=O)Nc2nnc(CC(=O)N3CCCC3)s2)c2ccccc2c1=O	9%	-2%	-3%
COc1cccc(NC(=O)COc2cc(O)c3c(c2)OC(C)(C)CC3=O)c1	7%	.	-22%
O=C(OCc1cncs1)c1ccccc1Cl	12%	-5%	12%
COc1ccc(N=C2SC(CC(=O)Nc3ccc(OC)cc3OC)C(=O)N2C)cc1 (stereo not drawn)	-18%	2%	1%
O=C(NCc1cccnc1)C1CCN(S(=O)(=O)N2CCC3(CC2)OCCO3)CC1	3%	6%	-5%
O=C(CCN1CCCCC1)Nn1c(=S)[nH]c2ccccc2c1=O	2%	1%	2%
O=C(CSc1nnc(-c2ccc(F)cc2)o1)N1CCCC1	-9%	.	1%
Cc1ccc(C(=O)OCC(=O)Nc2cccc(S(=O)(=O)N3CCCCC3)c2)o1	.	-2%	-1%
O=C(Nc1nc2c(Br)cc(Br)cc2c(=O)s1)c1ccco1	-1%	.	1%
COc1ccc(CCNC(=O)c2ccc(CS(=O)(=O)c3ccc(Cl)cc3)o2)cc1OC	3%	3%	0%
COc1cc(/C=N\NC(=O)c2ccc(C)nc2)ccc1OC(=O)c1cccc(F)c1	-4%	-7%	-7%
Cc1ccc(NC(=O)c2ccc(Cl)c(S(=O)(=O)N3CCCC3)c2)nc1	-3%	1%	-2%
COC(=O)c1cccc(C(=O)N2CCCC(C(=O)c3cc(F)ccc3F)C2)c1 (stereo not drawn)	5%	3%	-10%
Cc1cc(C)c(S(=O)(=O)NCC(c2ccc(N(C)C)cc2)N2CCc3ccccc32)c(C)c1 (stereo not drawn)	.	11%	-2%
CN(C)CCCn1cnc2c(c1=N)C(c1ccccc1)c1ccc3ccccc3c1O2 (stereo not drawn)	?	.	?

Gathered by group, those above with two or more sulfur atoms.
structure	N370S GC	TDP1 block	FEN1 inhibitor
C=CCSc1nc2sc3c(c2c(=O)n1-c1ccc(C)cc1)CCN(C)C3	-14%	.	-5%
Cc1ccc(CCNC(=O)C2CCCN(S(=O)(=O)c3cccc4nsnc34)C2)cc1 (stereo not drawn)	0%	-1%	-1%

The list continues.
structure	N370S GC	TDP1 block	FEN1 inhibitor
O/N=C\c1cnc(N2CCN(c3ccccc3)CC2)s1	-14%	.	3%
CCOC(=O)C1=C(C)NC(=O)NC1c1ccc(OC(=O)c2ccco2)c(OC)c1 (stereo not drawn)	4%	5%	0%
O=C(Nc1cccc(C(=O)OCc2cc(=O)n3ccsc3n2)c1)c1ccc(F)cc1	.	-6%	18%
Cc1ccc(NC(=O)c2c([N+](=O)[O-])c(C(C)(C)C)nn2C)c(C)c1	2%	0%	3%
CC(=O)NS(=O)(=O)c1ccc(NC(=O)CCC(=O)Oc2ccc(C)cc2)cc1	-4%	.	-2%
COc1ccc(-c2nc(CC(=O)O)cs2)cc1	2%	-2%	9%
O=C(/C=C/c1ccc(Cl)c([N+](=O)[O-])c1)Nc1cccnc1	-1%	.	-8%
O=C(Nc1cc(Cl)ccc1Oc1ccccc1)c1cnccn1	4%	2%	5%
O=C(CCNC(=O)N1CCn2c1nc1ccccc12)NCc1ccccc1	-3%	4%	17%
CC(C)NC(=O)N1CC(c2ccccc2)C(c2ccc(Cl)cc2)=N1 (stereo not drawn)	22%	.	-8%
CCCCOc1ccc(Cc2c(O)nc(SC)[nH]c2=O)cc1	-7%	.	8%
C(=N\c1nc2ccccc2n1CCN1CCCCC1)/c1ccc2c(c1)OCO2	2%	3%	0%
Cn1c(SCC(=O)c2ccc(O)c(O)c2)nnc1-c1cccs1	17%	-11%	7%
CCS(=O)(=O)N1CCC(C(=O)NCCc2ccc(OC)c(OC)c2)CC1	5%	3%	0%
COc1ccc(CC(=O)c2cc(OC)c(OC)cc2CC(=O)O)cc1OC	-1%	6%	-2%
O=c1cc2c(nn1Cc1ccc(Cl)cc1)-c1ccccc1CC2	28%[12.8 µM]	-7%	-4%
CCc1ccc2c(c1)c(=O)c(C(=O)c1ccccc1)cn2CC(=O)Nc1ccc(C)c(Cl)c1	.	1%	-8%
Cc1ccccc1NC(=O)c1cc2ccccc2o1	-9%	0%	-2%&-7%
Cc1ccc(S(=O)(=O)N2CCCCC2CCNC(=O)C(=O)NCC2CCCO2)cc1 (stereo not drawn)	1%	-2%	-6%
Oc1ccc(CN2CCN(c3ccccc3)CC2)c2cccnc12	3%	7%	-33%
CC(C)c1cnc2c(c1SCc1ccc([N+](=O)[O-])cc1)c(=O)n(C)c(=O)n2C	.	5%	-2%
O=C1OCCC1Sc1nc2ccccc2s1 (stereo not drawn)	3%	4%	-4%
CCC1CCCCN1S(=O)(=O)c1cc2c(cc1C)NC(=O)CO2 (stereo not drawn)	.	3%	17%
COCCOc1ccc(C(F)(F)F)cc1NC(=O)c1ccccc1	5%	3%	0%
Oc1c(C(c2ccc(Cl)cc2Cl)N2CCCC2)sc2nc(-c3ccco3)nn12 (stereo not drawn)	.	0%	19%
CN(C)c1oc(-c2ccccc2)nc1C#N	8%	0%	-7%

Individual results from the results shown.
Value of `COc1ccccc1CNC(=O)COC(=O)c1ncc(Cl)c(Cl)c1Cl` under FEN1 inhibitor: -11%
Value of `COC(=O)c1cccc(C(=O)N2CCCC(C(=O)c3cc(F)ccc3F)C2)c1` (stereo not drawn) under FEN1 inhibitor: -10%
Value of `O=C(CSc1nnc(-c2ccc(F)cc2)o1)N1CCCC1` under N370S GC: -9%
